Screening results (PubChem)
M. tuberculosis HTS: M. tuberculosis growth inhibition, HTS (AID 449762); M. tuberculosis H37Rv growth inhibition, 7H9 media; higher % means a stronger effect; inhibition, % at 25 µM; hits with a dose series show IC50 in µM; hit rate 0.59% among 330,000; in the data active = a potency from the dose series; inconclusive = inhibition above about 70% without an active follow-up result;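 also: bacterial growth assessed after seven days of incubation; strong numbers were not always called active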
tuberculosis growth: growth inhibition of non-replicating M. tuberculosis (AID 488890). Mycobacterium tuberculosis non-replicating, growth inhibition; higher % means a stronger effect. one-dose inhibition, % at 25 µM; IC50 in µM for titrated hits. hit rate 0.39% among 320,000; in the data active = a potency from the dose series; inconclusive = inhibition mostly from about 82% at the one dose, without a potency; inactive = the rest, 99 in 100 with inhibition below about 76%;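 also: plate controls were DMSO cells for no effect and high antibiotic wells for full effect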
Salmonella PhoP GFP: PhoP regulon inhibitors, Salmonella typhi PhoP promoter GFP reporter, confirmatory (AID 1850); one-dose inhibition, % at 50 µM; IC50 in µM for titrated hits; Salmonella Typhi PhoP-promoter GFP reporter, fluorescence, 4 h; higher % means a stronger effect; hit rate 0.33% among 310,000; in the data active = a potency from the dose series; inconclusive = inhibition mostly from about 25% at the one dose, without a potency; inactive = the rest, 99 in 100 with inhibition below about 19%;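 also: 0% = induced wells with vehicle and 100% = uninduced wells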
inhibitors of VEEV: inhibitors of VEEV TC-83 cytopathic effect, confirmation, Vero cells (AID 588727); inhibition, % at 20 µM, or IC50 in µM where a hit was titrated; hit rate 0.13% among 350,000; Vero cells, VEEV TC-83 cytopathic effect inhibition; higher % means a stronger effect; in the data active = a potency from the dose series; inconclusive = inhibition mostly from about 14% at the one dose, without a potency; inactive = the rest, 99 in 100 with inhibition below about 12%; also: strong numbers were not always called active
influenza NS1A: H1N1 influenza NS1A inhibitors, functional cell based assay (AID 504329) | NS1A functional cell-based assay, percent inhibition; higher % means a stronger effect | hit rate 0.3% among 340,000 | inhibition, % at 12.5 µM, or IC50 in µM where a hit was titrated; in the data active = a potency from the dose series; inconclusive = inhibition above about 27% without an active follow-up result; also: strong numbers were not always called active
inhibitors of VEEV 10K pilot screen: further read-out of inhibitors of VEEV, marked with its call; inhibition, %; measured here: 10K pilot screen inhibition
Numbers without * were called inactive; i = inactive; ? = inconclusive; / = no result given.

SMILES	M. tuberculosis HTS	tuberculosis growth	Salmonella PhoP GFP	inhibitors of VEEV	influenza NS1A	others
N#Cc1ccc(CN(c2ccncc2)S(=O)(=O)c2ccccc2)cc1	-6%	-1%	-1%	4.6%	-1%
O=C1NC(=O)C(CCc2ccncc2)(Cc2ccc3c(c2)OCO3)C(=O)N1CCc1ccccc1 (stereo not drawn)	0%	39%	15%	i	-10%
Cc1ccc(CCN2CC(C(=O)NC(C)C)CC2=O)cc1 (stereo not drawn)	-2%	-5%	6%	0.5%	-6%
CCOCCCNS(=O)(=O)c1ccc(NC(=O)N2c3ccccc3Sc3ccccc32)cc1	97%	19%	1%	4.2%	-9%
COc1ccccc1CCNC(=O)c1cc(-c2ccccn2)nc2ccccc12	/	/	/	11%	-10%
c1csc(C(c2nnnn2C2CCCCC2)N2CCN(c3nc4ccccc4s3)CC2)c1 (stereo not drawn)	/	/	/	0.8%	11%
COc1ccc(NC(=O)COc2ccc(-n3cnnn3)cc2)cc1OC	/	/	/	0.5%	-7%
COc1ccc2nc(NC(=O)CN(C)S(=O)(=O)c3cccs3)sc2c1	?	31%	14%	0.3%	-7%
CCCCNS(=O)(=O)c1ccc2nc(SCC(=O)c3ccc(C#N)cc3)[nH]c2c1	-7%	13%	8%	4.8%	-15%
Cc1cccc(CC(=O)OCn2nnc3ccccc3c2=O)c1	?	59%	-5%	1.5%	-3%

A stretch from further up:
SMILES	M. tuberculosis HTS	tuberculosis growth	Salmonella PhoP GFP	inhibitors of VEEV	influenza NS1A	others
Cc1ccc(CCN2CC(C(=O)NC(C)C)CC2=O)cc1 (stereo not drawn)	-2%	-5%	6%	0.5%	-6%
CCOCCCNS(=O)(=O)c1ccc(NC(=O)N2c3ccccc3Sc3ccccc32)cc1	97%	19%	1%	4.2%	-9%
COc1ccccc1CCNC(=O)c1cc(-c2ccccn2)nc2ccccc12	/	/	/	11%	-10%

Back to the main list, starting 3 compounds before the break.
SMILES	M. tuberculosis HTS	tuberculosis growth	Salmonella PhoP GFP	inhibitors of VEEV	influenza NS1A	others
COc1ccc2nc(NC(=O)CN(C)S(=O)(=O)c3cccs3)sc2c1	?	31%	14%	0.3%	-7%
CCCCNS(=O)(=O)c1ccc2nc(SCC(=O)c3ccc(C#N)cc3)[nH]c2c1	-7%	13%	8%	4.8%	-15%
Cc1cccc(CC(=O)OCn2nnc3ccccc3c2=O)c1	?	59%	-5%	1.5%	-3%
Cc1cc(C(C)(C)C)ccc1OCCN(C)C	7%	-17%	-3%	i	-2%	inhibitors of VEEV 10K pilot screen=1.1
COC(=O)c1sc(NC(=O)c2cccc([N+](=O)[O-])c2)c(C(N)=O)c1C	3%	13%	-8%	i	-6%
COc1cc(/C=C/C(=O)O)cc(S(=O)(=O)NCCCO)c1OC	-9%	-6%	1%	1.2%	-3%
COC(=O)Nc1ccc(S(=O)(=O)N2CCCC(C(=O)N3CCCCC3)C2)cc1 (stereo not drawn)	-3%	-18%	3%	0.8%	5%
Cc1cc(F)ccc1N1CCC(N2CCN(C)C(CCO)C2)CC1 (stereo not drawn)	0%	7%	-1%	1.3%	-24%
CCCCOC(=O)C1=C(C)Nc2ncnn2C1c1cccc(OC)c1 (stereo not drawn)	7%	15%	-5%	i	-9%
O=C(Nc1ccc(-n2cnnn2)cc1)C1CCC1	-6%	-3%	-5%	4.8%	-8%
O=C(O)c1ccccc1-c1ccc(C=C2C(=O)N(c3ccccc3)C(=S)N(c3ccccc3)C2=O)o1	2%	4%	2%	0.9%	-3%
COc1ccc(NC(=O)/C(C#N)=C\c2ccc(-c3cc(C(=O)O)ccc3C)o2)cc1	4%	16%	-1%	2.9%	-18%
O=C(C[C@H]1C/C=C\CC[C@H](Cc2ccc(F)cc2)C(=O)O[C@H](c2ccccc2)CNC1=O)N[C@H](CO)Cc1ccccc1	0%	37%	/	5.6%	-2%

The last two records of the part before open the next one:
SMILES	M. tuberculosis HTS	tuberculosis growth	Salmonella PhoP GFP	inhibitors of VEEV	influenza NS1A	others
COc1ccc(NC(=O)/C(C#N)=C\c2ccc(-c3cc(C(=O)O)ccc3C)o2)cc1	4%	16%	-1%	2.9%	-18%
O=C(C[C@H]1C/C=C\CC[C@H](Cc2ccc(F)cc2)C(=O)O[C@H](c2ccccc2)CNC1=O)N[C@H](CO)Cc1ccccc1	0%	37%	/	5.6%	-2%
O=C(c1cc2cc(F)ccc2[nH]1)N1CCN(c2ccc(F)cc2)CC1	5%	-2%	-7%	i	19%
Cc1ccc(SCCC(=O)N(C)C)cc1	-3%	1%	3%	1.1%	0%
COc1ccc(C(=O)OCC(=O)NCc2ccc3c(c2)OCO3)cc1[N+](=O)[O-]	2%	-7%	-5%	0.8%	-10%
CCOc1cc(CNc2ncc(-c3ccc(OC)cc3)n2C)ccc1O	-5%	28%	20%	i	0%
O=C1N=C(O)CN1/N=C/c1ccc(-c2ccc([N+](=O)[O-])cc2)o1	53%	28%	-4%	0.2%	1%
Cc1cc(NC(c2ccc(Cl)cc2)c2ccc3cccnc3c2O)no1 (stereo not drawn)	1%	-7%	0%	7.5%	-18%
COc1ccc(NC(=O)COc2coc(CN3CCc4ccccc43)cc2=O)cc1	2%	-4%	6%	4.6%	-7%
COc1ccc(CNC(=O)CCS(=O)(=O)Cc2cccc(Cl)c2)c(OC)c1	-2%	16%	0%	i	-12%
O=C(NCc1ccc(C(F)(F)F)cc1)C1CC(c2cccc(F)c2)=NO1 (stereo not drawn)	0%	23%	7%	0.0%	3%
C=CCN(C(=O)c1csnn1)C(C(=O)NC1CCCC1)c1ccccc1 (stereo not drawn)	2%	-17%	1%	i	7%
N#Cc1c(SCc2ccccc2)sc(C(=O)c2ccccc2)c1N	0%	7%	-7%	0.2%	-9%
COc1ccc(CNC(=O)C(c2ccco2)N(Cc2ccccc2)C(=O)Cc2cccs2)cc1 (stereo not drawn)	-2%	-20%	1%	i	8%
Cc1ccc(C)c(SCc2noc(C(=O)NCC3CCCO3)c2C(=O)O)c1 (stereo not drawn)	28%	13%	-12%	1.3%	-3%	inhibitors of VEEV 10K pilot screen=1.5
Cc1ccc(NC(=O)COC(=O)[C@H](C)NC(=O)c2ccccc2)cc1S(=O)(=O)N1CCOCC1	-9%	-3%	13%	0.2%	-15%
COC(=O)C1=C(C)N(C(C)c2ccccc2)C(=O)/C1=C\c1ccco1 (stereo not drawn)	7%	15%	8%	4.9%	-19%
O=C1CC(c2ccco2)CC(O)=C1C=Nc1cc(Cl)ccc1O (stereo not drawn)	?	?	8%	5.8%	5%
Cc1ccc2c(cnn2C(=O)CCC(=O)NCc2ccccc2Cl)c1	-6%	0%	-2%	0.2%	26%	inhibitors of VEEV 10K pilot screen=0.1
O=C(NC1CC1)c1ccc(CS(=O)(=O)c2c(Cl)cccc2Cl)o1	-5%	1%	-1%	0.1%	-1%
CCCCCc1c(C)nc(NCc2ccccc2)[nH]c1=O	0%	38%	7%	i	6%
CCCc1nnc(NC(=O)c2c(O)c3cccc4c3n(c2=O)CCC4)s1	2%	?	-4%	/	/
O=C(NCc1ccco1)C(c1ccncc1)N(C(=O)Cn1nnc2ccccc21)c1ccccc1 (stereo not drawn)	3%	4%	11%	i	9%
O=C(N/N=C/c1cc2c(cc1Br)OCO2)c1cc2ccccc2o1	4%	-4%	12%	2.7%	-1%
COc1ccc(C(=O)OC(C)C(=O)NCC2CCCCC2)cc1S(=O)(=O)N1CCOCC1 (stereo not drawn)	-14%	-1%	/	1.2%	-9%
CSc1nc2n(n1)C(c1cccs1)C1=C(CCCC1=O)N2 (stereo not drawn)	-9%	5%	8%	0.4%	-5%
CN(C(=O)c1cccc(Nc2ccc(-c3ccc4c(c3)OCCO4)nn2)c1)C1CCCCC1	51µM*	39%	2%	3.9%	-2%
CCN(CC)S(=O)(=O)c1ccc(N2CCOCC2)c(NC(=O)CC2OC(=O)c3ccccc32)c1 (stereo not drawn)	1%	16%	8%	8.1%	0%
O=[N+]([O-])c1cccc(/C=N/Nc2cc(N3CCOCC3)ncn2)c1	1%	-7%	-8%	0.3%	-9%
COC(=O)CNC(=O)c1cc(OC)cc(OC)c1	-18%	-7%	-7%	0.4%	1%
CCc1cc(C(c2ccncc2)N2CCN(C)CC2)c(NC(=O)c2ccccc2)s1 (stereo not drawn)	-3%	i	-3%	0.5%	-8%
CCCc1cc(N2CCCC(C(=O)NCc3ccc4c(c3)OCO4)C2)n2ncnc2n1 (stereo not drawn)	-10%	5%	1%	0.7%	20%	inhibitors of VEEV 10K pilot screen=0.1
COc1ccccc1CNC(=O)CSc1nc(N)c(C#N)c(-c2cccs2)c1C#N	-5%	-42%	14%	2.8%	0%
Fc1ccc(CN2CCN(c3ccc(Cl)cc3)CC2)cc1	9%	58%	-2%	i	3%
COc1ccc(NS(=O)(=O)c2cnc[nH]2)cc1	1%	-7%	-16%	0.6%	-11%
COc1cc(-c2nc3sc(C)c(C)c3c(=O)o2)cc(OC)c1OC	6%	35%	-6%	2.1%	19%
O=C(CCNc1ccc(F)cc1)c1cccc([N+](=O)[O-])c1	23%	?	9%	i	1%
Cc1ccc(S(=O)(=O)Nc2nc(C)c(NC(=O)Nc3ccc(Cl)cc3Cl)s2)cc1	0%	8%	18%	1.1%	17%
Cc1ccc(Cl)c(OCC(=O)OCC(=O)c2ccc[nH]2)c1	60%	?	/	2.4%	-3%
O=C(CSc1ncnc2c1nnn2-c1ccc(F)cc1)NCC1CCCO1 (stereo not drawn)	58%	80%	-6%	4.4%	4%
CCOC(=O)C1=C(C)N(C[C@@H]2CC[C@@H](Cc3ccc(-c4ccccc4)cc3)O2)C(=O)NC1c1ccc(SCc2ccco2)c([N+](=O)[O-])c1 (stereo partly drawn)	/	/	/	0.9%	5%
COc1ccc(OC)c(NC(=O)CSc2nnc(CNC(=O)c3ccco3)o2)c1	-1%	2%	-4%	0.3%	2%
CCOc1ccc(C(=O)NC(=S)Nc2ccccc2N2CCOCC2)cc1Br	1%	-3%	14%	10.0%	-5%
N=c1n(CC(=O)c2cccc([N+](=O)[O-])c2)c2ccccc2n1Cc1ccccc1	3%	21%	23%	21%	0%
COc1ccccc1N1CCN(/N=C/c2cc(Br)ccc2F)CC1	10%	14%	0%	2.6%	1%
CCC(C)(C)NC(=O)Cc1ccc(Cl)cc1	-6%	-29%	-12%	i	/
CCOC(=O)Cn1c(S(=O)(=O)Cc2ccccc2Cl)nc(-c2ccccc2)c1-c1ccccc1	3%	13%	-5%	i	-10%
Cc1cccc(NC(=O)COC(=O)CC2CCCC2)c1C	/	/	/	2.1%	3%
CCCCCCCn1c(=O)c(C(=O)Nc2cnccn2)c(O)c2ccccc21	?	?	-6%	9.4%	-6%
COc1ccc(CNC(=O)CN(C(=O)c2cc3sccc3n2C)C2CCCC2)cc1	1%	2%	2%	5.6%	0%
CCCCNc1c(-c2ccc(OC)c(Sc3ccc(OC)cc3)c2)nc2ccc(Cl)cn12	-1%	13%	/	6.3%	-1%
CCOc1ccc(-c2nc(C#N)c(N3CCN(CC)CC3)o2)cc1	2%	22%	18%	3.0%	4%

Further compounds follow.
SMILES	M. tuberculosis HTS	tuberculosis growth	Salmonella PhoP GFP	inhibitors of VEEV	influenza NS1A	others
O=C1NC[C@@H](Cc2cccc3ccccc23)N(CC2CCCCC2)C1=O	10%	27%	-13%	1.9%	-7%
CC(=O)Oc1ccc(C(=O)Nc2ccccc2C(=O)N2CCCC2)cc1	0%	2%	-2%	i	8%
O=C(NC(=S)Nc1cccc(NC(=O)c2ccc(Cl)cc2Cl)c1)c1cccs1	2%	-25%	-10%	i	-2%
O=C(CN1C(=O)c2ccccc2S1(=O)=O)N1CCc2ccccc2C1	-8%	-7%	-5%	i	-1%
Cc1cccc(C(=O)Nc2ccc(Oc3cnccn3)cc2)c1	1%	-1%	-3%	1.7%	-1%
Cc1ccc2nc(NC(=O)c3ccc4c(c3)OCO4)sc2c1	-8%	0%	0%	0.1%	2%
CC(=O)c1c(C)[nH]c(C(=O)OCCOc2ccccc2)c1C	-4%	42%	-22%	0.3%	2%
CSc1ccccc1NS(=O)(=O)c1cccc2nonc12	13%	?	3%	1.4%	-17%
COc1ccc(Nc2nc(Nc3ccc(OC)cc3)nc(-n3[nH]c(=O)c(C)c3C)n2)cc1	?	3%	-6%	i	-5%
O=C(Nc1ccc(S(=O)(=O)Nc2ncccn2)cc1)c1ccco1	-2%	-10%	0%	i	4%	inhibitors of VEEV 10K pilot screen=0.1
Cc1ccc(NC(=S)Nc2ccc(OC(F)F)c(Cl)c2)cc1Cl	?	?	-12%	i	-3%
NC(=O)[C@@H]1CCCN1C(=O)c1cc(COc2ccc(F)cc2F)on1	1%	-7%	-2%	1.9%	-2%
CCOC(=O)Cn1c(=N)n(CCOc2ccc(OC)cc2)c2ccccc21	-2%	-3%	10%	i	14%
